HIF activator: HIF pathway transcriptional activation; U2OS HRE-luciferase reporter, luminescence; normalized: DMSO 0%, desferrioxamine 100%; activation, % at 7.5 µM (by protocol); hit rate 0.32% among 300,000;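 active = mean activation of at least 10% of the iron chelator positive control signal, with at least half of replicates also reaching 10%; inconclusive = mean and replicate majority disagree about reaching 10%; inactive = mean and most replicates under 10%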
Platelet DG rel: platelet dense granule release activity; human platelet-rich plasma, SFLLRN dense granule ATP release, luminescence; inhibition, %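 (compounds screened at 7.5 µM in platelet-rich plasma)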; hit rate 0.22% among 300,000; AID 1663;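 active = mean replicate score, as percent of positive control, at or above 50; inconclusive = mean below 50 but at least one replicate at or above 50; inactive = mean and every replicate below 50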
SKKanGAS inh: blocks kanamycin growth of S. pyogenes SKKanGAS strain. hit rate 1.3% among 300,000. AID 1662. inhibition, % at 7.5 µM. BacTiter-Glo, 6 h;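 active = mean replicate score, as percent of positive control median, at least 50; inconclusive = mean below 50 but one replicate at or above 50; inactive = mean and every replicate below 50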;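 note: strain carries kanamycin resistance gene driven by streptokinase promoter and grows in 40 µg/ml kanamycin; loss of luminescence reflects streptokinase promoter inhibition or plain growth inhibition; 0% = median of DMSO wells and 100% = positive control at its reference dose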
TRPC6 inh: blocks the mouse TRPC6 cation channel; Q61143; HEK293-TRPC6, membrane potential dye, ACh-evoked depolarization; stronger effect = lower value; B-score at 10 µM; hit rate 1.1% among 310,000;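 active = B-score under library mean minus 3 SD, initial fluorescence not abnormally high, positive integrated signal ratio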;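 note: B-score derived from integrated fluorescence ratio over the kinetic read; more negative B-score means stronger inhibition of depolarization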
RGS4 act: RGS4 potentiation or activation. HEK293 M3R/inducible RGS4, carbachol calcium flux Fluo4; stronger effect = lower value. B-score at 10 µM. hit rate 0.92% among 310,000;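 active = B-score of the integrated calcium signal more than 4 SD below the library mean, with starting fluorescence not abnormally high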;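 note: negative B-score means reduced calcium response which marks RGS4 activation or potentiation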
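Test system: HEK293 cells with stable M3R and inducible RGS4; also added: carbachol at ECmax as muscarinic agonist stimulus; schedule: dye loading 30 min 37 °C, buffer rest 30 min RT; technique: kinetic calcium fluorescence imaging with Fluo4-AM dye, 2 µM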
TRPC4 block: blocks the mouse TRPC4 cation channel. Q9QUQ5. HEK293 TRPC4beta/mu-opioid, DAMGO-evoked Fluo4 calcium flux; stronger effect = lower value. B-score at 10 µM. hit rate 0.39% among 300,000. AID 2247;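 active = B-score over 3 SD under the library average, no early fluorescence shift, positive overall ratio signal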
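Assay system – HEK293 line stably carrying TRPC4beta and mu-opioid receptor · Doses – single dose · Detection – Fluo4 calcium-dye fluorescence, kinetic read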
TRPC6 activator: mouse TRPC6 channel activation; Q61143; hit rate 0.13% among 310,000; B-score at 10 µM; HEK293-TRPC6 membrane potential dye fluorescence; stronger effect = higher value;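 active = B-score of the integrated fluorescence ratio above library mean plus 3 SD, and starting fluorescence ratio within library mean plus 5 SD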;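 note: higher score means more depolarization so channel activation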
MrgX1 agonist: human MrgX1 receptor agonism, primary screen. B-score at 10 µM. AID 588627. Q96LB2. MrgX1-HEK293 cells, Fluo-4 calcium fluorescence, agonist mode; stronger effect = higher value. hit rate 0.44% among 310,000;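 active = calcium response B-score plate-corrected fluorescence ratio at least 3 library SD, with starting fluorescence B-score inside 5 SD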
Target sequence (Q96LB2 whole entry, looked up): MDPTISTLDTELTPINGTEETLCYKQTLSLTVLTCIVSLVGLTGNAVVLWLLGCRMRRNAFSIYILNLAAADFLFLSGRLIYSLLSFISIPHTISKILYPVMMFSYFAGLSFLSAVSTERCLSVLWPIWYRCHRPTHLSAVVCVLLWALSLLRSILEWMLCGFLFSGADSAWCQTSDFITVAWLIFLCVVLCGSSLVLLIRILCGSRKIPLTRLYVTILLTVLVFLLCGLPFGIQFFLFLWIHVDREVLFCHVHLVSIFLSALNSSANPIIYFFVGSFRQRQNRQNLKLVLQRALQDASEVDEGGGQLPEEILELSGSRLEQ
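Material: MrgX1-expressing HEK293 cells; input: 15,000 cells per well; doses: test compound given as first of three sequential additions; schedule: overnight plating before 1 h dye loading; technique: Fluo-4 NW calcium-flux fluorescence, kinetic read; evaluation: baseline-normalised fluorescence change ratio, B-scored; control set: plate-wise positive and negative controls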
RGS4 block: inhibitors of human RGS4; B-score at 10 µM; AID 463165; HEK293 M3R/RGS4 inducible, Fluo-4 calcium flux; stronger effect = higher value; triggered by carbachol at its EC20; P49798; hit rate 0.45% among 310,000;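 active = B-score, a plate-corrected calcium signal, over three deviations above library mean, with baseline fluorescence within five deviations of library mean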;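 note: RGS4 expression induced by doxycycline in cells with stable M3 receptor; B-score is computed from the integrated fluorescence ratio over baseline after carbachol; higher B-score means a larger calcium signal and so more RGS4 inhibition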
Target sequence (P49798 whole entry, looked up): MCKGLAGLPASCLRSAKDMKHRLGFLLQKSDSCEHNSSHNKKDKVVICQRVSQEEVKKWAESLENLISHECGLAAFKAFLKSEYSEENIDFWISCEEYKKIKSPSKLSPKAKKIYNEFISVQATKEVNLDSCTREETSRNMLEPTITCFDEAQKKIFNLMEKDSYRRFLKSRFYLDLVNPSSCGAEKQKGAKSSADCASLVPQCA
MrgX1 antagonist: human MrgX1 receptor antagonism, primary screen; Q96LB2; MRGX1-HEK293 calcium flux, Fluo-4, BAM8-22 antagonism; stronger effect = lower value; B-score at 10 µM; hit rate 1.3% among 310,000; AID 588676;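 active = calcium-response B-score plate-corrected more than 3 library SD below zero, starting fluorescence within 5 deviations, no agonist response on first addition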;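 note: peak minus trough fluorescence over baseline after final BAM8-22 challenge near maximal dose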
MrgX1 PAM: human MrgX1 positive allosteric modulation, primary screen; MrgX1-HEK293, Fluo-4 calcium flux, FDSS; stronger effect = higher value; B-score at 10 µM; hit rate 0.63% among 310,000; AID 588675;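 active = plate-corrected calcium response at least 3 library SD above typical, normal starting fluorescence, not activating the receptor alone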;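 note: compound read alongside a low EC10 to EC30 dose of BAM8-22 agonist; peak minus trough fluorescence over baseline measured at the second addition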
* hit, by the source's call; i = inactive; ? = inconclusive; / = not tested or not shown.

SMILES	HIF activator	Platelet DG rel	SKKanGAS inh	TRPC6 inh	RGS4 act	TRPC4 block	TRPC6 activator	MrgX1 agonist	RGS4 block	MrgX1 antagonist	MrgX1 PAM
Cc1cccc(C)c1OCc1n[nH]c(=S)n1N	-0.7	-1	11	i	i	i	i	i	i	i	i
CC(=O)C1=C(O)C(=O)N(c2ccc(O)cc2)C1c1ccccc1F (centres undefined)	0.1	2	-1	i	i	i	i	i	i	i	i
COc1ccc2nc(-c3ccc(N)cc3)[nH]c2c1	-2.3	29	15	i	i	i	i	i	i	i	i
COc1ccc(N(C(=O)c2ccco2)C(C(=O)NC2CCCCC2)c2cccs2)cc1OC (centres undefined)	0.1	-7	-16	i	i	i	i	i	i	i	i
O=c1[nH]cc(S(=O)(=O)N2CCN(c3cccc(C(F)(F)F)c3)CC2)c(=O)[nH]1	-1.1	7	0	i	i	i	i	i	i	i	i
COc1ccc(C2/C(=C(/O)c3ccc4c(c3)CC(C)O4)C(=O)C(=O)N2CCN2CCOCC2)cc1OC (centres undefined)	-1.7	-3	-1	i	i	i	i	/	i	/	/
Cc1cc(C)n2nc(SCc3cc(=O)oc4cc(O)ccc34)nc2n1	-0.4	5	3	i	i	i	i	i	i	i	i
Cc1[nH]c2ccc(OCc3ccccc3)cc2c1CCN1C(=O)OC(C)(C)C1(C)O (centres undefined)	-0.5	3	4	i	i	i	i	i	i	i	i
CC(C)C(c1nnnn1Cc1cccs1)N1CCN(c2ccccc2)CC1 (centres undefined)	-0.7	1	-4	i	i	i	i	i	i	i	i
COc1ccc(OC)c(CNS(=O)(=O)c2c(C)nc3scc(C)n3c2=O)c1	0.0	-3	5	i	i	i	i	i	i	i	i
CCOc1cc(C2C(C#N)=C(N)Oc3cc(N)ccc32)ccc1O (centres undefined)	-12	0	9	i	i	i	i	i	i	i	i
CCN(C(=O)COC(=O)c1cc(S(=O)(=O)Nc2c(C)n(C)n(-c3ccccc3)c2=O)ccc1Cl)C1CCCCC1	-0.3	15	2	i	i	i	i	i	i	i	i
O=C(COC(=O)c1ccc2c(=O)n3c(nc2c1)CCC3)NC1CCS(=O)(=O)C1 (centres undefined)	-0.2	5	-2	i	i	i	i	i	i	i	i
CC1=N/C(=C/c2ccco2)C(=O)O1	3.6	21	-6	i	i	i	i	/	i	/	/
N/C(=N\OC(=O)Nc1ccccc1)c1ccno1	0.3	6	4	i	i	i	i	i	i	i	i
O=C(C1CCCN(S(=O)(=O)c2ccc(Br)s2)C1)N1CCN(c2ccccc2)CC1 (centres undefined)	-0.6	0	5	i	i	i	i	i	i	i	i
Cn1c(SCC(=O)NCc2ccccc2)nnc1-c1ccc(NC(=O)CCc2ccccc2)cc1	-0.1	0	-1	i	i	i	i	i	i	i	i
CCn1c(=O)cc(OCC(=O)Nc2cccnc2)c2ccccc21	0.1	7	7	i	i	i	i	i	i	i	i
O=C(NCCCN1CCc2ccccc2C1)Nc1ccc(Br)cc1	0.9	1	5	i	i	i	i	i	i	i	i
COc1cc2c(cc1OC)/C(=C/C(=O)c1ccc(C)cc1)NCC2	-1.9	1	-3	i	i	i	i	i	i	i	i
Cn1cc(Br)c(-c2cccc(N3C(=O)CC(C)(C)CC3=O)c2)n1	0.4	-1	5	i	i	i	i	i	i	i	i
CN1C(=O)CC(C(=O)O)SC1=Nc1ccc(F)cc1 (centres undefined)	-0.2	0	1	i	i	i	i	i	i	i	i
COc1ccc(C(=O)Nc2ccc3cn[nH]c3c2)c(OC)c1	3.5	15	3	i	i	i	i	i	i	i	i
N=c1c(C(=O)NC2CCCCC2)cc2c(=O)n3ccccc3nc2n1Cc1ccccc1	-0.4	10	1	-8*	i	i	i	i	i	i	i
CCCNS(=O)(=O)c1cccc2cccnc12	/	5	-4	i	i	i	i	i	i	i	i
CC(C)(C)OC(=O)N1CCC(Cc2cc(-c3cccc(Br)c3)no2)(C(=O)O)CC1	0.2	0	9	i	i	i	i	i	i	i	i
O=C(OC(C(=O)NCc1cccs1)c1ccccc1F)c1ccco1 (centres undefined)	0.2	1	6	i	i	i	i	i	i	i	i
COC(=O)c1ccccc1NC(=O)CSc1nc(N)cc(N)n1	-0.1	1	1	i	i	i	i	i	i	i	i
CCCCNC(=O)CCC(=O)Nc1ccc2nc(N3CCC(C)CC3)cc(C)c2c1	/	4	3	i	i	i	i	i	i	i	i
Fc1ccc(-n2c(Cc3cccs3)n[nH]c2=S)cc1Cl	0.1	-1	22	i	i	i	i	i	i	i	i
CC(=O)NC(NC(C)=O)c1ccc(Br)cc1	0.1	2	-7	i	i	i	i	i	i	i	i
COc1ccc(N(C(=O)Cn2nnc(-c3ccc(C)o3)n2)C(C(=O)NC2CCCC2)c2ccncc2)cc1 (centres undefined)	-0.8	-3	-2	i	i	i	i	i	i	i	i
COc1ccccc1CNC(=O)c1ccc2c(c1)OCO2	0.6	-7	0	i	i	i	i	i	i	i	i
O=C(c1cc(COc2ccc(F)cc2Cl)on1)N(Cc1ccncc1)CC1CCCO1 (centres undefined)	0.1	9	-2	i	i	i	i	i	i	i	i
CC(=O)Nc1ccc(S(=O)(=O)NCc2cc(=O)n(C)c(=O)n2C)cc1	-0.1	3	3	i	i	i	i	i	i	i	i
O=C(CSc1ccc(-c2ccc(F)cc2)nn1)N1CCN(c2ccccc2)CC1	0.3	-2	8	i	i	i	i	i	i	i	i
CC(=O)c1ccc(NC(=O)/C(=C\c2ccco2)NC(=O)c2ccco2)cc1	-9.7	-2	-3	i	i	i	i	i	i	i	i
CS(=O)(=O)c1ccc(C(=O)OCC(=O)c2ccc(Cl)s2)cc1	-1.0	-1	-3	i	i	i	i	i	i	i	i
Cn1cc(C(=O)C(F)(F)F)c2ccccc21	0.3	7	-5	i	i	i	i	i	i	i	i
O=C(Nc1ccc(Cl)cn1)Nc1cccs1	5.4	-3	-4	i	i	i	i	i	i	i	i
O=C(NC1CC2CCCC(C1)N2C(=O)Nc1ccc(F)cc1)c1ccccc1 (centres undefined)	0.0	-76	9	i	i	i	i	i	i	i	i
CCN1C(=O)C(CC(=O)Nc2ccc(Cl)cc2)N(NC(=O)c2ccncc2)C1=S (centres undefined)	0.0	-7	-2	i	i	i	i	i	i	i	i
CCCCSc1ccc2nc(-c3ccc(C#N)cc3)cn2c1	2.3	-2	54*	i	i	i	i	i	i	i	i
O=C(CSc1nc2ccccc2c(=O)n1-c1ccccc1)N1CCCC1	0.1	2	1	i	i	i	i	i	i	i	i
Cc1cccc(C)c1OCC(=O)NNC(=S)NC(=O)C1CC1	-0.1	-46	95*	i	i	i	i	63*	i	i	i
CSCC[C@H](NC(=O)COc1ccc(Cl)cc1Cl)c1nc2ccccc2[nH]1	-0.4	0	6	i	i	i	i	i	i	i	i
O=[N+]([O-])c1ccc(OC(F)F)c(/C=N/n2cnnc2)c1	0.0	5	0	i	i	i	i	i	i	i	i
O=C(Nc1ccccc1O)c1ccc(NC(=O)C2CC2)cc1	58*	4	-4	i	i	i	i	i	i	i	i
Cc1nonc1NC(=O)CSc1nc2ccccc2cc1C#N	1.6	-1	8	i	i	i	i	i	i	i	i
CCOc1ccc(NS(=O)(=O)c2ccc3[nH]c(=O)cc(C(=O)O)c3c2)cc1	-0.7	-1	0	i	i	i	i	i	i	i	i
C=CCN1C(=O)C(CC(=O)O)SC1=Nc1ccc(N=Nc2ccccc2)cc1 (centres undefined)	1.2	0	7	i	i	i	i	i	i	i	i
Cc1cc(=O)[nH]c(SCC(=O)Nc2cccc3ccccc23)c1C#N	-0.1	0	8	i	i	i	i	i	i	i	i
CCCCn1c(N)c(N(CC(C)C)C(=O)C2CC(=O)N(Cc3ccccc3)C2)c(=O)[nH]c1=O (centres undefined)	-1.6	-3	1	i	i	i	i	i	i	i	i
C=C(C)c1cccc(C(C)(C)NC(=O)Nc2ccc(OC)nc2)c1	-28	-5	5	i	i	i	i	i	i	i	i
CC(=O)c1c(C)oc2c1C(=O)c1ccccc1C2=O	0.0	2	10	i	i	i	i	i	i	i	i
Cc1ccc(NC(=O)COc2ccc(C(=O)NCCc3ccccc3)cc2)cc1	-0.4	?	2	i	i	i	i	i	i	i	i
CCOC(=O)N1CCN(C(=S)NC2CCCCC2)CC1	0.5	-13	-19	i	i	i	i	i	i	i	i
CN1CCN(C(=O)/C(=C/c2ccccc2Cl)NC(=O)c2ccccc2)CC1	-0.1	-24	-3	i	i	i	i	i	i	i	i
CCOc1ncccc1C(=O)Nc1ccc(S(=O)(=O)Nc2nccs2)cc1	-0.7	3	8	i	i	i	i	i	i	i	i
Cc1ccc(CSc2ncnc3c2cnn3-c2ccccc2)cc1	0.9	0	4	i	i	i	i	i	i	i	i
(continued)
SMILES	HIF activator	Platelet DG rel	SKKanGAS inh	TRPC6 inh	RGS4 act	TRPC4 block	TRPC6 activator	MrgX1 agonist	RGS4 block	MrgX1 antagonist	MrgX1 PAM
CCn1nc(C(=O)Nc2nc3ccc(C)cc3s2)c2ccccc2c1=O	/	8	5	i	i	i	i	i	i	i	i
COc1ccc(-c2csc3nc(C)n(-n4cccc4)c(=O)c23)cc1	0.1	5	-5	i	i	i	i	i	i	i	i
COc1cccc(C2CC(c3ccc(F)cc3)Nc3nc(N)nn32)c1 (centres undefined)	-0.1	11	-7	i	i	i	i	i	i	i	i
CC(NC(=O)COc1ccc(/C=N/NS(=O)(=O)c2ccccc2)cc1)c1ccccc1 (centres undefined)	0.1	-1	0	i	i	i	i	i	i	i	i
CN(C)C(CNc1ncnc2sc3c(c12)CCCCC3)c1ccco1 (centres undefined)	0.0	-7	4	i	i	i	i	i	i	i	i
O=C(CN(CCc1ccccc1)S(=O)(=O)c1ccc(Cl)cc1)N/N=C/c1ccc2c(c1)OCO2	-0.2	-5	2	i	i	i	i	i	i	i	i

Compounds above that have a CF3 group, in the order listed:
SMILES	HIF activator	Platelet DG rel	SKKanGAS inh	TRPC6 inh	RGS4 act	TRPC4 block	TRPC6 activator	MrgX1 agonist	RGS4 block	MrgX1 antagonist	MrgX1 PAM
O=c1[nH]cc(S(=O)(=O)N2CCN(c3cccc(C(F)(F)F)c3)CC2)c(=O)[nH]1	-1.1	7	0	i	i	i	i	i	i	i	i
Cn1cc(C(=O)C(F)(F)F)c2ccccc21	0.3	7	-5	i	i	i	i	i	i	i	i
